High-throughput results as filed in PubChem BioAssay.
ST2 inh: blocks human ST2 binding to IL-33; Q01638; AlphaLISA ST2-Fc/biotin-IL-33 interaction, 1 h; inhibition, % for hits at 17 µM; actives 2.3% (n = 78,000); in the data active = inhibition above about 30%; inconclusive = mostly about 10% to 28%
Target sequence (Q01638 whole entry, looked up): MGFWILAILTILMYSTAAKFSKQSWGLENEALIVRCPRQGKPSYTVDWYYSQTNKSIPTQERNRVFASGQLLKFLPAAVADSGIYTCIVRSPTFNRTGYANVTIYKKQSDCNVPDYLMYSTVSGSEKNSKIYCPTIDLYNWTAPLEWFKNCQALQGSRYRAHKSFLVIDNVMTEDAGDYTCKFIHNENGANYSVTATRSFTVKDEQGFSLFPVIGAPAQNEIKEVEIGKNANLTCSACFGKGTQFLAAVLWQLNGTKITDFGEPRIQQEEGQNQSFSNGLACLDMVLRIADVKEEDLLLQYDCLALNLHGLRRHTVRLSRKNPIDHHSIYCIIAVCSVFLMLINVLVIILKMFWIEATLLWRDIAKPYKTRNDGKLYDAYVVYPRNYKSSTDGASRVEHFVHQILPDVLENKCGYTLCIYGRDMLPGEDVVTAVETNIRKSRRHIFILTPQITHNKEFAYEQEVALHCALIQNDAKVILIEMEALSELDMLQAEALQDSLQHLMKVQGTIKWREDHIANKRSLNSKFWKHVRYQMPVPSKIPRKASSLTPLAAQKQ
Active calls of the source: *; i = inactive; ? = inconclusive.

SMILES	ST2 inh
CC(C)CC(O)C1CCN(C2CCC3(CCNCC3)CC2)CC1 (centres undefined)	i
COC(=O)C1=C(C)Nc2ncnn2C1c1ccc(OCc2ccccc2)c(OC)c1 (centres undefined)	i
O=C1CCCN1CC(=O)N1CCOC(Cc2cccc3ccccc23)C1 (centres undefined)	?
O=C(CO)NCC1CCN(Cc2ccccc2F)C1 (centres undefined)	i
O=C(Nc1ccccc1F)c1oc2ccccc2c1NC(=O)C1CCCC1	i
O=C(c1ccc2nc3ccsc3c(=O)n2c1)N1CCC(Cc2ccccc2)CC1	i
CCC(C(=O)Nc1ccc(Nc2nc(C)cc(Nc3ccccc3)n2)cc1)c1ccccc1 (centres undefined)	?
CC1NC(=O)CC(c2ccccc2)NC1c1ccccc1 (centres undefined)	?
Cc1nn(-c2ccc(F)cc2)c(C)c1C(=O)N1CCOC2(CNCCOC2)C1 (centres undefined)	i
CN(C)S(=O)(=O)N1CCc2onc(C(c3ccccc3)c3ccccc3)c2C1	?
COc1ccc(COCC(O)CN2CCOCC2)cc1OC (centres undefined)	i
COC(=O)Cn1c(=O)c2c(nc3n2CCN3c2cc(C)cc(C)c2)n(C)c1=O	?
CC[C@H]1CN(C(=O)c2ccnc(Cl)c2)CC[C@H]1CC(=O)NCc1cccnc1	?
CCC1CN(C(=O)COc2cccnc2)CCC(=O)N1Cc1ccccc1 (centres undefined)	i
C[C@H](NC(=O)CCc1ccccc1)c1ccccc1	i
O=C(CSC1=Nc2ccccc2C2=NC(c3ccccc3)C(=O)N12)NCc1ccco1 (centres undefined)	i
Cn1c2c(c(=O)n(C)c1=O)C(c1ccccc1Cl)C1=C(N2)c2ccccc2C1=O (centres undefined)	?
CN1CCN(C(=O)CN(c2ccccc2)S(=O)(=O)c2ccccc2[N+](=O)[O-])CC1	i
O=C(c1cc(-c2ccc(Cl)cc2)on1)N1CCCCC1	i
COc1cc(-c2nccn2Cc2ccccc2Cl)cc(OC)c1O	i
c1cc(CN2CCSCC2)cs1	?
O=c1[nH]c(CSCCO)nc2c1C1(CCCCC1)Cc1ccccc1-2	?
O=C(O)CCCC(=O)Nc1ccc(Sc2ccc([N+](=O)[O-])cc2)cc1	i
NC(=O)c1ncn([C@@H]2O[C@H](CO)[C@@H](O)[C@H]2O)c1O	i
CCOC(=O)C1C(=O)C=C(c2ccc(C)cc2)CC1c1ccccc1OCC (centres undefined)	i

Later entries.
SMILES	ST2 inh
CCOc1ccc(N2C(=O)[C@H]3C4c5ccccc5C([N+](=O)[O-])(c5ccccc54)[C@H]3C2=O)cc1	i
COC(=O)c1c(C)oc2ccc(N(C(C)=O)S(=O)(=O)c3ccc(C(C)(C)C)cc3)cc12	i
O=S(=O)(Cc1noc([C@@H]2C[C@@H](O)CN2Cc2cc3ccccc3o2)n1)c1ccc(F)cc1	i
CCOc1cccc2c1OC1(C)CC2C(C(=O)c2ccccc2)C(=O)N1 (centres undefined)	i
CC(=O)N1CCN(c2ncccc2CNS(=O)(=O)N2CCCC2)CC1	i
Cc1[nH]n(-c2cccc(Cl)c2)c(=O)c1C=Nc1ccc(I)cc1	i
COc1ccc(C(=O)N2c3ccc(F)cc3CCC2C)cc1 (centres undefined)	i
Cc1ccc(-c2noc([C@@H]3C[C@H](NC(=O)CC(C)(C)C)CN3C)n2)cc1	i
CC(=O)Nc1ccc(NC(=O)c2ccc(F)cc2)cc1	i
COc1cccc(Oc2ncnc(N)c2[N+](=O)[O-])c1	i
COc1cc(Cl)c(S(=O)(=O)Nc2ccccn2)cc1Cl	i
CCC(C)C(=O)O[C@@H]1[C@H](OC(C)=O)c2c(ccc3ccc(=O)oc23)OC1(C)C (some centres undefined)	?
CC1(C)OC(=O)C(=Cc2ccc(I)o2)C(=O)O1	93%*
O=C(NCc1ccc(Cl)cc1)C1CCCN(S(=O)(=O)c2cnc[nH]2)C1 (centres undefined)	i
Cn1cc(CN[C@H]2C[C@H]3C(=O)NC[C@@H](CCC(=O)N4CCCCC4)N3C2)c2ccccc21	i
CCC(=O)N1CCc2cc(S(=O)(=O)NC(C(=O)NCc3ccc(C)cc3)C(C)C)ccc21 (centres undefined)	i
Nc1nc(-c2cc3cc(Cl)cc(Cl)c3oc2=O)cs1	?
CC(=O)Nc1ccc(/C=C/c2ccccc2)cn1	i
O=C(O)CCCCCNC(=O)/C(=C/c1ccc2c(c1)OCO2)NC(=O)c1ccccc1Cl	i
CCc1cnc(C)nc1-c1cc(NCc2ccncc2)nc2[nH]ccc12	?
CCC(C)OC(=O)C1=C(C)NC2=C(C(=O)C(C(=O)OC)C(C)C2)C1c1cccc(O)c1 (centres undefined)	i
COc1ccc(C=Nc2ccc(S(N)(=O)=O)cc2)cc1O	i
CCOc1cccc(/C=C/c2ccc3cccc(O)c3n2)c1OC	54%*
COc1cccc2cc(-c3nc(-c4ccc5ccccc5c4)cs3)c(=O)oc12	i
COCCN1C(=O)CC(CC(=O)N(C)Cc2cn(C)nc2C)(c2ccccc2Cl)C1=O (centres undefined)	i

The final 2 entries of the section before lead into the next.
SMILES	ST2 inh
COc1cccc2cc(-c3nc(-c4ccc5ccccc5c4)cs3)c(=O)oc12	i
COCCN1C(=O)CC(CC(=O)N(C)Cc2cn(C)nc2C)(c2ccccc2Cl)C1=O (centres undefined)	i
CN1CC(=O)N2CCN(C(=O)c3ccc(C#CC(C)(C)O)cc3)CC2C1=O (centres undefined)	?
COC(=O)[C@@]1(O)C=CC[C@@H]2[C@@]3(C)C[C@@H](c4ccoc4)OC(=O)[C@H]3CC[C@]21C	?
O=C1CCC(CCC(=O)N2CCC(C(O)c3cccnc3)CC2)(Cc2cccc3ccccc23)N1 (centres undefined)	i
CC(=O)Nc1ccc(S(=O)(=O)Nc2ccc(Br)cc2)cc1	i
COc1ccc(Cl)cc1CN(C)C(=O)c1ccccc1C1CCNC1 (centres undefined)	?
COc1ccc(-c2cn(-c3ccc(C)c(F)c3)c(=O)[nH]2)cc1	i
Cc1c(Cl)cccc1NC(=O)C(=O)NCc1ccncc1	i
CCC(=O)Nc1ccc(I)cc1Cl	i
Cc1cccn2c(CC(=O)N(C)C(C)c3cccs3)cnc12 (centres undefined)	i
O=S(=O)(c1ccc(Cl)c(Cl)c1)N1CCCCC1	i
O=C(c1ccc(Cl)c(S(=O)(=O)N2CCCCC2)c1)N1CCN(c2ccccc2)CC1	i
O=C1N(Cc2ccc(F)c(F)c2)CCCC1(O)CNC1Cc2ccccc2C1 (centres undefined)	i
COc1ccc(-c2oc3ncn(CCO)c(=N)c3c2-c2ccc(OC)cc2)cc1	i
COCc1cc(C)nc2sc(C(=O)c3ccc(Cl)cc3Cl)c(N)c12	?
COc1ccccc1CC(=O)Nc1cnn(CC(=O)N2CCC(c3cccc(OC)c3OC)C2)c1 (centres undefined)	i
CC1Cn2c(nc3c2c(=O)[nH]c(=O)n3C)O1 (centres undefined)	i
O=S(=O)(Nc1ccccc1F)c1cccc2nsnc12	i
Cc1ccnc(CC(C)N(C)C(=O)c2ccc3nccn3c2)c1 (centres undefined)	?
Cc1nc(-c2ccc([N+](=O)[O-])cc2)cs1	i
COC(=O)C1=C(N)OC2=C(C(=O)CC(c3ccccc3)C2)C1c1cccc(OC)c1 (centres undefined)	?
CCCCCSc1nc2n(n1)C(c1ccc([N+](=O)[O-])cc1)C1=C(CCCC1=O)N2 (centres undefined)	i
CC(=O)c1cc(C#N)c(SCc2ccccc2F)nc1C	?
NCCCNCCSP(=O)(O)O	i
N#Cc1c(-n2ncnc2-c2cccs2)sc2c1CCCCC2	44%*
COC(=O)c1cc(-c2ccccc2)sc1NC(=O)CSc1nnc2ccccn12	?

Laid out differently: 2 of the compounds above.
| Molecule | ST2 inh |
| --- | --- |
| COc1ccc(C(=O)N2c3ccc(F)cc3CCC2C)cc1 (centres undefined) | i |
| COCCN1C(=O)CC(CC(=O)N(C)Cc2cn(C)nc2C)(c2ccccc2Cl)C1=O (centres undefined) | i |

New compounds follow
SMILES	ST2 inh
N#CC1=C(N)OC2=C(C(=O)CCC2)C1c1ccccc1Cl (centres undefined)	i
OCC1(O)CCN(c2cccc(C(F)(F)F)n2)CC1	i
CCCNC(=O)c1cnn2c(C)c(Cc3c(F)cccc3Cl)c(C)nc12	i
CCOc1ccc(OCC)c(S(=O)(=O)n2cnc3cc(C)c(C)cc32)c1	?
CC1(C)CC(=O)C2=C(C1)Nc1nc(SCc3ccccc3Cl)[nH]c(=O)c1C2c1ccncc1 (centres undefined)	i
Cc1nnc(NC(=O)C2CC=CCC2C(=O)O)s1 (centres undefined)	i
Cc1cccc(C)c1OCCCN1CCOCC1	i
COc1ccccc1NC(=O)c1cc2c(=O)n3ccccc3nc2s1	?
O=c1[nH]c(-c2cccnc2)nc2ccccc12	i
COc1ccc(OC)c(N2C(=O)CC(N3CCN(c4ccc(F)cc4)CC3)C2=O)c1 (centres undefined)	31%*
CCc1cn[nH]c1C1CCN(C(=O)c2cc(=O)[nH]c3ccc(F)cc23)CC1	i
CCC(NC(=O)Cc1cn2ccsc2n1)c1nc(C)c(C)s1 (centres undefined)	?
COc1ccc2cc([C@H](C)C(=O)Nc3cnc4n3CCCC4)ccc2c1	?
Cc1ccc(CN2CCSc3ccc(C(=O)NCCCN4CCOCC4)cc32)cc1	i
COc1ccccc1NC(=O)c1ccc(F)cc1	i
O=C(CCc1ccccc1)Nc1cccc(F)c1	i
COc1cccc(NC(=O)c2ccncc2)c1	i
CC(C)c1cc(C2CCN(CCn3c(=O)oc4ccccc43)CC2)[nH]n1	i
CC(C)(C)C(=O)Nc1nc(-c2cc(Cl)sc2Cl)cs1	?
C=CCNc1nc(-c2nnc(-c3ccc(C)cc3)o2)nc2ccccc12	i
CC(C)(C)NS(=O)(=O)c1ccc(NC(=O)c2cccc([N+](=O)[O-])c2)cc1	i
COc1cccc(N2CCN(c3ncnc4c3cnn4-c3ccc(C)cc3C)CC2)c1	?
COc1ccccc1C1N(c2ccc(Cl)c(Cl)c2)C(=O)C2CCCN21 (centres undefined)	i
COc1cccnc1C(=O)NCCNc1ncccc1C	i
CN1CC2(CCN(C(=O)c3csc(-c4cccs4)n3)C2)OC1=O (centres undefined)	i

The results go on:
SMILES	ST2 inh
COc1cccc(N(CC(=O)NCc2ccccc2OC)S(=O)(=O)c2ccc(C)cc2)c1	i
COc1nc(Nc2c(C)cccc2C)nc(OC)n1	i
Cc1cccc(NC(=O)CNC(=O)Cn2ccc3ccccc3c2=O)n1	i
COc1cccc(-c2[nH]nc3c2C(c2nc(C)n4ccccc24)CC(=O)N3)c1 (centres undefined)	?
O=C(c1ccc2c(Cl)c3c(nc2c1)CCCC3)N1CCN(C(=O)c2ccco2)CC1	i
Cc1cccc(NC(=O)CCC2CCN(S(=O)(=O)c3ccc(C)s3)CC2)c1	i
CCCCNC(=O)C1(O)c2ccccc2NC(=O)N1c1ccccc1 (centres undefined)	?
COc1ccc(CCc2nnc(CCC(=O)N3CCC(c4ccc(F)cc4)C3)o2)cc1 (centres undefined)	?
Cc1cc(OCC(=O)N(C)Cc2ccccc2)ccc1Cl	i
C=CCN(CC=C)S(=O)(=O)c1ccc(C(=O)Nc2nnc(-c3ccc(Cl)s3)o2)cc1	i
CC(=O)Nc1ccc(-c2cn(C(C)Cc3cnccn3)nn2)cc1 (centres undefined)	i
COc1ccc(N2CC(NC(=O)C3CC3)CC2=O)cc1 (centres undefined)	i
O=C(CCS(=O)(=O)c1cc(Br)cc2c1N(C(=O)C1CC1)CC2)NC1CCCC1	i
CCCCSc1nc2c(c(=O)n1-c1ccc(Br)cc1)SCC2	i
CC1CCN(C(=O)c2cc3c(=O)oc4ccccc4c3s2)CC1	i
COCCN[C@@H]1C[C@@H]2c3[nH]c4ccccc4c3C[C@@H](C(=O)OC)N2[C@H](c2cccc(OC)c2)C1	?
COc1cccc(C(=O)Nc2ccc(-c3nnc(-c4ccco4)o3)cc2)c1	i
CC12CCOC1N(c1ccccc1)c1ccccc12 (centres undefined)	i
CC1(C)COCN1S(=O)(=O)c1ccc(C(=O)Nc2nnc(-c3ccc(Cl)s3)o2)cc1	?
CCC(C)NC(=O)Cn1c(=O)n(CC(=O)NCc2ccco2)c(=O)c2sccc21 (centres undefined)	i
COc1cccc(C=Nc2cccc(Cl)c2Cl)c1O	?
O=C(Nc1ccc(F)c(Cl)c1)C1CCN(S(=O)(=O)c2cccnc2)CC1	i
COc1ccc(-c2cc(N3CCN(S(C)(=O)=O)CC3)ncn2)cc1	i
OCC1(Cc2ccccc2)CCCN(Cc2cn[nH]c2-c2cccc(F)c2)C1 (centres undefined)	i
Cc1nnc(SCc2ccc(Cl)cc2Cl)[nH]c1=O	i
CC(C)=CC(=O)OC1c2c(ccc3ccc(=O)oc23)OC(C)(C)C1OC(=O)C=C(C)C (centres undefined)	i
Cc1nc(CN(C)C(=O)c2cc(CN3CCOCC3)on2)cs1	?

Grouped by structure: those above containing a thiophene ring, fused or not.
SMILES	ST2 inh
O=C(c1ccc2nc3ccsc3c(=O)n2c1)N1CCC(Cc2ccccc2)CC1	i
c1cc(CN2CCSCC2)cs1	?
Cc1cccn2c(CC(=O)N(C)C(C)c3cccs3)cnc12 (centres undefined)	i
COCc1cc(C)nc2sc(C(=O)c3ccc(Cl)cc3Cl)c(N)c12	?
N#Cc1c(-n2ncnc2-c2cccs2)sc2c1CCCCC2	44%*
COC(=O)c1cc(-c2ccccc2)sc1NC(=O)CSc1nnc2ccccn12	?
COc1ccccc1NC(=O)c1cc2c(=O)n3ccccc3nc2s1	?
CC(C)(C)C(=O)Nc1nc(-c2cc(Cl)sc2Cl)cs1	?
CN1CC2(CCN(C(=O)c3csc(-c4cccs4)n3)C2)OC1=O (centres undefined)	i
Cc1cccc(NC(=O)CCC2CCN(S(=O)(=O)c3ccc(C)s3)CC2)c1	i
C=CCN(CC=C)S(=O)(=O)c1ccc(C(=O)Nc2nnc(-c3ccc(Cl)s3)o2)cc1	i
CC1CCN(C(=O)c2cc3c(=O)oc4ccccc4c3s2)CC1	i
CC1(C)COCN1S(=O)(=O)c1ccc(C(=O)Nc2nnc(-c3ccc(Cl)s3)o2)cc1	?
CCC(C)NC(=O)Cn1c(=O)n(CC(=O)NCc2ccco2)c(=O)c2sccc21 (centres undefined)	i

A portion of the library; count on the stated rates, not on these rows.
